inhibitors of VEEV = inhibitors of VEEV TC-83 cytopathic effect, confirmation, Vero cells (AID 588727); Vero cells, VEEV TC-83 cytopathic effect inhibition; higher % means a stronger effect; hit rate 0.13% among 350,000; one-dose inhibition, % at 20 µM; IC50 in µM for titrated hits; in the data active means a potency from the dose series; further: strong numbers were not always called active
Starred values were filed as active, the others as inactive; i = inactive.

item	SMILES	inhibitors of VEEV
1	O=C1NC(=O)C(c2ccccc2)(c2ccccc2)N1S(=O)(=O)c1ccccc1	0.2%
2	CCOC(=O)Nc1ccc2c(c1)N(C(=O)CN(C)C)c1ccccc1S2	1.6%
3	COc1ccc(NC(=O)COC(=O)CN2C(=O)C3CCCCC3C2=O)cc1 (stereo not given)	i
4	COc1cc(/C=C/C(=O)OCC(=O)N2CCCCCC2)cc(OC)c1OC	0.4%
5	COC(=O)c1ccc(CNC(=O)c2cc(S(=O)(=O)NCc3ccccc3)ccc2C)cc1	0.7%
6	COc1ccc(CN2CCC[C@]3(N[C@H](c4ccccc4)[C@@H]4C(=O)N(Cc5ccccc5)C(=O)[C@@H]43)C2=O)cc1	4.1%
7	COc1cc2c(cc1OC)C(=O)C(Br)CC2 (stereo not given)	i
8	C[C@H](CO)N1C[C@H](C)[C@@H](CN(C)S(=O)(=O)c2ccccc2C#N)OCc2cn(nn2)CCCC1=O	0.5%
9	CC(=O)N1CCc2c(sc(NC(=O)c3ccc([N+](=O)[O-])o3)c2C(N)=O)C1	0.4%
10	O=[N+]([O-])c1ccccc1NS(=O)(=O)c1ccccc1	7.3%
11	O=C(COC(=O)c1cc(S(=O)(=O)N2CCOCC2)ccc1Cl)Nc1ccc(Cl)cn1	0.3%
12	CCCCNC(=O)CNC(=O)c1nn(-c2ccc(OC)c(OC)c2)c(=O)c2ccccc12	7.2%
13	CC1CCCC(NC(=O)CSc2nnc(-c3cccnc3)o2)C1C (stereo not given)	i
14	COc1cccc(C2=CC(=O)CC(C)(C)C2=O)c1	0.2%
15	O=C(OCC(=O)N1CCCCCC1)c1cc(S(=O)(=O)N2CCOCC2)ccc1F	1.6%
16	CC(=NO)C1(C)CC=CCC1CO (stereo not given)	i
17	CCN(C(=O)CN1C(=O)NC2(CCCC2)C1=O)c1nc2c(C)cccc2s1	4.0%
18	O=C(NC1CCN(Cc2ccccc2)CC1)c1ccc(CS(=O)c2ccccc2Cl)o1 (stereo not given)	9.7%
19	C[C@@H]1CN([C@H](C)CO)C(=O)CCCn2nncc2CO[C@H]1CN(C)Cc1ccc(Cl)c(Cl)c1	i
20	O=C(OCc1cn([C@H]2CN(CC3CCCCC3)[C@@H](c3ccccc3)C[C@@H]2O)nn1)c1ccccc1	0.8%
21	COc1ccc2nc3n(c(=O)c2c1)-c1ncccc1C(=O)NC3Cc1ccccc1 (stereo not given)	1.2%
22	CCOC(=O)c1c(C)[nH]c(/C(C)=N/NC(=O)c2cccnc2)c1C	1.6%
23	O=[N+]([O-])c1cccc(CON=Cc2ccccc2O)c1	i
24	COc1ccccc1CNS(=O)(=O)c1c(C)cc(C)cc1C	0.8%
25	Cc1ccc(C(=O)NC(=S)c2c(C)cc3ccccn23)cc1	i
26	Cc1noc(C)c1C(=O)OCC(=O)NC(=O)c1ccc(C(C)(C)C)cc1	i
27	CC(=O)Nc1ccc(S(=O)(=O)NCCC(=O)NCc2ccco2)cc1	2.9%
28	O=S(=O)(c1ccc(Cl)cc1)N1CCN(c2nc(C(F)(F)F)nc3ccccc23)CC1	6.6%
29	CC(C)c1cc(C(=O)NC2CCCCCC2)c2ccccc2n1	0.2%
30	CC(=O)O[C@H]1CC[C@]2(C)C3CC[C@@]4(C)C(C[C@@H](O)[C@@H]4O)C3[C@@H](OC(C)=O)C[C@H]2C1 (stereo not given in full)	6.0%
31	O=C(NCc1ccc(F)cc1)c1cccc2c1C(=O)c1ccc(N3CCC(N4CCCCC4)CC3)cc1S2(=O)=O	6.5%
32	CC(C)(C)Cc1c(-c2ccc(Cl)cc2)nc2ccc(Cl)cn12	3.7%
33	CC(C)(C)S(=O)N1Cc2cc(CO)ccc2[C@H]1CCO (stereo not given in full)	1.8%
34	CSCC[C@H]1COC[C@@H](Cc2ccccc2)N1c1ccccc1	4.5%
35	C[C@H]1CN([C@@H](C)CO)C(=O)CCCn2nncc2CO[C@@H]1CN(C)C(=O)Oc1ccccc1	i
36	C[C@@H]1CN([C@H](C)CO)S(=O)(=O)c2ccc(Br)cc2O[C@@H]1CN(C)C(=O)NC1CCCC1	i
37	O=C(NCC1=C(c2cccc3ccccc23)C[C@@H]2CC[C@H]1N2Cc1ccco1)c1ccncc1	0.2%
38	O=C(CCCN1C(=O)C(c2ccccc2)Oc2cccnc21)Nc1ccccc1Br (stereo not given)	4.1%
39	C[C@H]1CN([C@@H](C)CO)C(=O)CCCn2nncc2CO[C@@H]1CN(C)C(=O)c1ccc(N2CCN(C)CC2)cc1	i
40	O=C(c1ccc(CS(=O)Cc2ccccc2Cl)o1)N1CCN(c2ccccc2)CC1 (stereo not given)	1.4%
41	C[C@H]1CN(C2CCCCC2)C(=O)[C@@H]1CC(=O)Nc1ccc(Br)cc1	0.1%
42	CCN(CC)CCn1c(=S)[nH]c2cc(C(=O)NCc3ccccc3)ccc2c1=O	i
43	Cc1csc(=O)n1CC(=O)OCC(=O)Nc1ccc(F)c(F)c1F	0.8%
44	CNS(=O)(=O)c1ccc2c(c1)[nH]c(=S)n2C	6.2%
45	Cc1ccccc1-c1cnc2c(c1)C(=O)N([C@H](C)CO)C[C@@H](C)[C@H](CN(C)C(=O)c1ccncc1)O2	1.7%
46	COc1cccc(C(=O)N2CCCc3ccccc32)c1OC	1.0%
47	COc1cccc(C(=O)c2ccccc2NC(C)=O)c1	0.1%
48	O=C(OCc1ccccc1)N1CCC2CC1c1cc(N3CCNCC3)ccc12 (stereo not given)	i
49	C[C@H]1CN([C@@H](C)CO)C(=O)CCCn2nncc2CO[C@@H]1CN(C)Cc1cccc(O)c1	i
50	CC(C)C1C(=O)N(Cc2cn(CC3CCCCC3)nn2)CCS(=O)(=O)N1Cc1ccc(-c2ccccc2)cc1 (stereo not given)	0.7%
51	O=C(Nc1nc(-c2ccc([N+](=O)[O-])cc2)cs1)C1=COCCO1	i
52	CSc1ncnc2c1ncn2CCCNCc1cccs1	i
53	O=C(O)C(Cc1c[nH]c2ccccc12)NS(=O)(=O)c1ccc(F)cc1 (stereo not given)	1.3%
54	O=C(Nc1ccn(CCCN2CCC(N3CCOCC3)CC2)c(=O)n1)OCc1ccccc1	0.4%
55	COc1cccc(CN2CCN(c3ccc(F)cc3)CC2)c1OC	i
56	C#CC(C)OCC1CNC(=S)O1 (stereo not given)	i

The list goes on; it opens with the two that closed the last part.
item	SMILES	inhibitors of VEEV
55	COc1cccc(CN2CCN(c3ccc(F)cc3)CC2)c1OC	i
56	C#CC(C)OCC1CNC(=S)O1 (stereo not given)	i
57	CC1=C(C(=O)N2CCOCC2)CC(CC(=O)NCCCCc2ccccc2)C(=O)N1Cc1ccc(F)cc1 (stereo not given)	i
58	CC(=O)c1ccc(Nc2nc(-c3sc(C)nc3C)cs2)cc1	6.5%
59	C[C@@H]1CNC(=O)c2c(C(=O)N[C@H](C)c3ccccc3)ncn21	i
60	COCOCCn1cc(CN2CCS(=O)(=O)N(Cc3ccc(-c4ccncc4)cc3)C(CC(C)C)C2=O)nn1 (stereo not given)	5.6%
61	COc1cccc(CNC(=O)c2ccc(CS(=O)Cc3ccccc3Cl)o2)c1 (stereo not given)	2.7%
62	O=C1OCCC1=COCCCCCCOC=C1CCOC1=O	i
63	COc1ccc(-c2c(C)nn3c(C(F)(F)F)cc(C)nc23)cc1	1.1%
64	COCC(O)Cn1ccnc1[N+](=O)[O-] (stereo not given)	i
65	C[C@@H]1CNC(=O)c2c(C(=O)NCc3ccc(CNC(=O)OC(C)(C)C)cc3)ncn21	2.2%
66	COc1cccc(C(=O)Nc2cc(C)on2)c1	0.2%
67	COc1ccc(CN2C(=O)C(CC(=O)NCc3cccs3)CC(C(=O)N(C(C)C)C(C)C)=C2C)cc1 (stereo not given)	3.7%
68	CC1(c2ccc(Cl)cc2)NC(=O)N(CC(=O)N2CCN(C(=O)c3cccs3)CC2)C1=O (stereo not given)	1.2%
69	C#CCN(C[C@H]1[C@H](OC(=O)NCC2CCCCC2)[C@H](OC(=O)NCC2CCCCC2)C[C@@H](C(=O)OC)[C@H]1C(=O)OC)S(=O)(=O)c1ccc(C)cc1	0.6%
70	O=C(NCCCN1CCCC1)c1ccc2c(c1)N(Cc1cccc(Cl)c1)C(=O)c1ccccc1S2(=O)=O	i
71	Cc1ccc(C2NC(=S)N3C(c4ccc(C)cc4)NC(=S)N23)cc1 (stereo not given)	7.1%
72	O=CC(=Cc1ccccc1)c1ccccc1	i
73	O=c1[nH]c(CN2CCCCC2)ccc1O	i
74	O=C(O)c1ccccc1C(=O)OC1CC2CCC1C2 (stereo not given)	0.7%
75	CC(=O)Nc1ccccc1NC(=O)c1ccc2c(c1)OCO2	i
76	CCC[C@H]1CN(c2ccc(Br)cc2)C(=O)[C@@H]1CC(=O)Nc1ccc(OC)cc1	0.8%
77	O=C(Cn1cc(C(=O)C(=O)N2CCOCC2)c2ccccc21)Nc1cccc(C(F)(F)F)c1	0.4%
78	C[C@H]1CN([C@@H](C)CO)C(=O)CCCn2nncc2CO[C@@H]1CN(C)Cc1ccc(-c2ccccc2)cc1	1.9%
79	C[C@@H]1CN([C@@H](C)CO)C(=O)c2cc(NC(=O)c3ccncc3)ccc2O[C@@H](C)CCCCO[C@@H]1CN(C)C(=O)Cc1ccccc1	i
80	CC1CCCN(C(=O)c2ccc3c(=O)n4nc(Nc5ccccc5)sc4nc3c2)C1 (stereo not given)	7.6%

Compounds 73 through 76, reprinted for reference:
item	SMILES	inhibitors of VEEV
73	O=c1[nH]c(CN2CCCCC2)ccc1O	i
74	O=C(O)c1ccccc1C(=O)OC1CC2CCC1C2 (stereo not given)	0.7%
75	CC(=O)Nc1ccccc1NC(=O)c1ccc2c(c1)OCO2	i
76	CCC[C@H]1CN(c2ccc(Br)cc2)C(=O)[C@@H]1CC(=O)Nc1ccc(OC)cc1	0.8%

(list continues)
item	SMILES	inhibitors of VEEV
81	Cc1ccc(N(CC(=O)NC(C)(C)C)C(=O)CCC(=O)Nc2ccccn2)c(C)c1	5.3%
82	C[C@@H]1CN([C@@H](C)CO)C(=O)CCCn2nncc2CO[C@H]1CN(C)S(=O)(=O)c1ccc(Cl)cc1	2.1%
83	CCc1nn(CCCC(=O)NC2CCCCC2C)c(=O)c2cc3occc3n12 (stereo not given)	0.9%
84	Cc1ccc(C=C2C=C(c3ccccc3)OC2=O)cc1	i
85	COc1ccc([C@H]2C[C@@H](O)[C@H](n3cc(-c4ccc(F)cc4)nn3)CN2CC2CCCCC2)cc1	i
86	CCCCCCN1C[C@H](n2cc(-c3ccc(F)cc3)nn2)[C@@H](O)C[C@@H]1c1ccc(C)cc1	i
87	O=C(c1cc(C2CC2)nn1-c1ccccc1)N1CCN(Cc2ccccc2)CC1	0.3%
88	O=[N+]([O-])c1ccc(/C=N\N2CCN(Cc3ccccc3Cl)CC2)cc1	1.2%
89	O=C(NCC1=C(c2cccc3ccccc23)C[C@@H]2CC[C@H]1N2Cc1ccco1)c1cccnc1	0.1%
90	Nc1ccn([C@@H]2O[C@H](CNCc3ccc(N4CCNCC4)cc3)[C@@H](O)[C@H]2O)c(=O)n1	4.9%
91	O=C(NNC(=O)c1ccccc1-n1cccc1)c1cccnc1	2.1%
92	CCOc1ccc(NC(=O)CN(C)C(=O)Cc2ccc3c(c2)OCCO3)cc1OCC	1.0%
93	COc1ccccc1CNC(=O)COC(=O)CCN1C(=O)C2CC=CCC2C1=O (stereo not given)	1.3%
94	C[C@@H]1CN([C@H](C)CO)C(=O)c2cc(C#C[C@@H](C)O)cnc2O[C@H]1CN(C)C(=O)c1ccc(F)cc1	0.9%
95	Cc1nnc(SCC(=O)Nc2cccc(S(=O)(=O)N3CCCC3)c2)n1C1CC1	1.1%
96	Cc1ccc(S(=O)(=O)NCC2CCC(C(=O)NCCCN3CCC(C)CC3)CC2)cc1 (stereo not given)	2.7%
97	C[C@H]1CN([C@@H](C)CO)C(=O)CCCn2nncc2CO[C@H]1CN(C)S(=O)(=O)c1ccc(Cl)cc1	i
98	COc1ccc(NC(=O)CCNC(=O)N2CC(=O)Nc3ccccc32)cc1OC	i
99	CN(C)C(=S)Oc1ccccc1C1SCCS1	0.7%
100	CC1=C(C(=O)OCc2ccccc2)C(c2ccc(C)cc2)NC(=O)N1 (stereo not given)	1.2%
101	COc1ccc(C2NC(=O)NC(C)=C2C(=O)OC2CCCCC2)cc1 (stereo not given)	0.5%
102	O=C1CN(C(=O)CN2CCN(S(=O)(=O)c3ccccc3F)CC2)c2ccccc2N1	3.3%
103	Cc1ccc(C(=O)NCC(=O)N2CCN(c3ccccc3O)CC2)s1	1.2%
104	CC(C)N1CCN(c2ccncc2S(=O)(=O)N2CCCCC2)CC1	2.9%

Among those listed so far, these have an aryl thioether with sulfur outside any ring:
item	SMILES	inhibitors of VEEV
13	CC1CCCC(NC(=O)CSc2nnc(-c3cccnc3)o2)C1C (stereo not given)	i
52	CSc1ncnc2c1ncn2CCCNCc1cccs1	i
95	Cc1nnc(SCC(=O)Nc2cccc(S(=O)(=O)N3CCCC3)c2)n1C1CC1	1.1%

(list continues)
item	SMILES	inhibitors of VEEV
105	COc1ccc(OC)c(C(=O)NC2CCCc3c2cnn3-c2cc(C)cc(C)c2)c1 (stereo not given)	10.9%
106	O=C(C[C@H]1C(=O)N(c2ccccc2)C[C@@H]1Cc1ccccc1)Nc1ccccc1	3.1%
107	C/C=C/c1cnc2c(c1)C(=O)N([C@@H](C)CO)C[C@H](C)[C@@H](CN(C)S(=O)(=O)c1ccc(C)cc1)O2	i
108	COCOCCn1cc(CN2CCS(=O)(=O)N(Cc3ccc(-c4ccc(OC)c(OC)c4)cc3)C(CC(C)C)C2=O)nn1 (stereo not given)	4.4%
109	O=C(NCC(c1ccco1)N1CCCC1)c1cccc(S(=O)(=O)N2CCCCC2)c1 (stereo not given)	0.6%
110	Cc1ccc2c(c1)CCO[C@]21O[C@H](CCO)C[C@H](O)[C@H]1O	i
111	CCOCCCNC(=O)Cn1cc2c(n1)-c1c(oc(C(=O)N3CCCC3)c1C)CC2	0.0%
112	O=C(O)c1ccc2c(c1)S(=O)(=O)c1cc(N3CCN(c4cnccn4)CC3)ccc1C2=O	0.4%

Screening results deposited in PubChem by Southern Research Specialized Biocontainment Screening Center.

The list is partial; rates above refer to the full screens.
